HT1080 IDH1KD tx – kills HT-1080 cells with IDH1 knockdown; HT-1080 IDH1 knockdown viability, ATP luminescence, 48 h; Potency, µM (highest dose often 46.1 µM), for the others: at the top dose activity, negative = toxicity, hits mostly cytotoxic; 360,000 tested, 2% active; AID 686971;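 note: potency is the fitted concentration of half-maximal effect; 0% = DMSO wells and -100% = cell-free medium wells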
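Knockdown cells (IDH1KD HT-1080) received compounds 2 h after plating at 750 cells/well and were kept 48 h at 37 °C in 5% FBS RPMI. A CellTiter-Glo luminescence read gave % activity for curve fitting.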
KB-3-1 tox – KB-3-1 parental cell cytotoxicity; Potency, µM (series often up to 46.1 µM), inactives show top-dose activity change, negative = cytotoxic, most hits filed as cytotoxic; KB-3-1 viability, CellTiter-Glo ATP luminescence, 72 h; 400,000 tested, 1.4% active; AID 1347075; note: potency is the fitted concentration of half-maximal effect; % is set by controls: 0 for no effect and ±100 for the full control effect; nearly all actives have a fitted effect of over 60% in size
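Parental KB-3-1 viability, qHTS format: 72 h compound exposure, 37 °C; CellTiter-Glo; media-only wells and DMSO plates as controls; concentration-effect fits on corrected data.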
SW480 rereplic – DNA re-replication induction in SW480 cells | SW480 DNA re-replication, Hoechst DNA content imaging, 48 h | Potency, µM (doses to about 46.1 µM), inactives show at the top dose re-replication activation, hits mostly activators | 340,000 tested, 1.8% active; note: potency is the fitted concentration of half-maximal effect; % of control where 0% means no effect; nearly all actives have a fitted effect of over 55% in size
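Compounds, transferred as 23 nL by pin tool, were incubated with cells for 48 hr; DNA content per nucleus was then quantified by Hoechst staining and fluorescence plate imaging.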
MCF10A rerep – DNA re-replication induction in MCF 10a cells; MCF 10A DNA re-replication, Hoechst nuclear intensity, 48 h; Potency, µM (highest dose often 46.1 µM), without a hit: at the highest dose activity, positive = re-replication, hits mostly activators; 350,000 tested, 2.9% active; note: potency is the fitted concentration of half-maximal effect; % of control where 0% means no effect; nearly all actives have a fitted effect of over 50% in size
HT1080NT lethal – kills 2HG-producing HT-1080-NT fibrosarcoma cells. 360,000 tested, 1.6% active. HT-1080-NT fibrosarcoma viability, CellTiter-Glo ATP luminescence, 48 h. Potency, µM (highest dose often 46.1 µM), for the others: at the highest dose activity, negative = less viability, actives largely listed as cytotoxic;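 note: NT is the 2HG producing partner of a matched IDH1 knockdown line; potency is the fitted concentration of half-maximal effect; 0% = DMSO-treated cells and -100% = media-only wells without cells; nearly all actives have a fitted effect of over 55% in size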
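HT-1080-NT fibrosarcoma cells (2HG-overproducing), 750 cells/well in RPMI with 5% FBS, dosed after 2 h and incubated 48 h at 37C. CellTiter-Glo luminescence normalized to DMSO and no-cell wells; concentration-response curves fitted and classed.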
IL-1B inflam inh – blocks inflammasome-driven IL-1 beta release; 360,000 tested, 4.7% active; activity change, % at 57.5 µM; THP-1 LPS/ATP IL-1B secretion, AlphaLISA, 16 h; stronger effect = lower value; in the data active = activity change below about -50%; inconclusive = mostly about -30% to -49%; note: % is set by controls: 0 for no effect and ±100 for the full control effect
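Secreted IL-1B measured by AlphaLISA bead assay after 16 h compound exposure of THP-1 cells; compounds (final up to 57.5 uM) added 1 h before LPS (250 ng/mL) and ATP (1.25 mM) stimulation; lower signal means less secretion.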
ATXN viability – viability counter-screen for ATXN expression inhibitors; S2 cells (HEK-293 line with an ATXN2-luciferase reporter) viability, CellTiter-Fluor protease fluorescence, 24 h; Potency, µM (titrated, usually from 56.7 µM), usual class: cytotoxic; 400,000 tested, 0.49% active; AID 651635; note: potency is the fitted concentration of half-maximal effect; nearly all actives have a fitted effect of over 40% in size
HepG2 viability – kills HepG2 cells in TGF-b inhibitor counter-screen; 410,000 tested, 0.76% active; Potency, µM (series often up to 46.1 µM), for inactives: top-dose activity change, negative = cytotoxicity, hits mostly cytotoxic; HepG2 CAGA-GFP viability, ATP luminescence, 18 h; note: potency is the fitted concentration of half-maximal effect; some results filed as inactive show a strong effect at the top dose
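CellTiter-Glo luminescence gave cytotoxicity after 18 hours at 37 degrees C. The cells were HepG2 CAGA-GFP in 1% FBS DMEM, stimulated with 500 pg/mL TGF-beta after compound addition. %Activity was normalised to no-cell wells (complete cell-killing) and DMSO (no toxicity), and curves were fitted and classified.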
ATXN2 expr inh – inhibitors of ATXN2 expression; Potency, µM (highest dose often 57 µM), for inactives: top-dose activity change, negative = inhibition, most hits filed as inhibitors; 360,000 tested, 0.72% active; AID 1745845; HEK-293 ATXN2-luciferase reporter, luminescence, 24 h; note: potency is the fitted concentration of half-maximal effect; % is set by controls: 0 for no effect and ±100 for the full control effect; nearly all actives have a fitted effect of over 55% in size
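ATXN2-luciferase reporter cells (luciferase flanked by upstream and downstream ATXN2 gene portions) were treated 24 h at 37 °C with compounds at up to 57 uM. SteadyGlo luminescence gave expression; GF-AFC fluorescence gave viability.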
* marks the source's active call; other numbers are inactive results; i = inactive; ? = inconclusive; . = no result given; & = joins results of further samples; [ ] = another dose, or the depositor's remark. Unless noted, calls come from the whole dose curve; as a rule, active = well fitted curve in the direction sought with a large enough effect; inconclusive = small, poorly fitted or top-dose-only effect, or another doubt; inactive = no such curve, though single readings can be large; an effect the other way counts as inactive or inconclusive. An unsorted share of the library. About 8.9% of those tested had a hit in this group.

cpd	Structure	SW480 rereplic	HepG2 viability	MCF10A rerep	KB-3-1 tox	HT1080NT lethal
1	COC(=O)c1cn(C(=O)c2cccc(C)c2)c2ccccc12	-1%	5%	-1%	-8%	2%
2	O=C1CC(c2ccccc2)Cc2[nH]c(=O)c(C(=O)Nc3cccc(Cl)c3)cc21 (configuration not stated)	.	17%	.	2%	.
3	CC1CCc2c(sc(NC(=O)Cn3cnc([N+](=O)[O-])n3)c2C(N)=O)C1 (configuration not stated)	9%	-1%	-4%	2%	-1%
4	CCOC(=O)C1CCCN(c2ncnc3c2cnn3-c2ccc(Cl)cc2)C1 (configuration not stated)	-9%	2%	?	-3%	11%
5	CCN(CC)C(=O)C1=C(C)N(CCCOC)C(=O)C(CC(=O)NC2CCCCC2)C1 (configuration not stated)	.	0%	.	19%	1%
6	COc1cccc(CNC(=O)c2cc3c(s2)-c2ccccc2OC3)c1	.	-21%	.	-25%	.
7	CSc1nn(Cc2ccc(F)cc2)c(N)c1S(=O)(=O)c1ccc(Cl)cc1	.	14µM*	.	?	.
8	CC(C)C(=O)Nc1c(-c2ccccc2F)c(=O)c2ccccc2n1C	-15%	10%	-2%	14%	10%
9	COc1cc2c(C(=O)N3CCN(c4ccccc4C)CC3)c(C)oc2cc1Br	13%	7%	12%	?	5%
10	CCOc1ccc(N=C(NC#N)SCC)cc1	-10%	-1%	17%	-2%	-2%
11	Cc1ccccc1-c1cc2c(c3c1ccn3C)C1CCC2C1 (configuration not stated)	.	1%	.	0%	3%
12	C=C(C)[C@@H]1CC=C(C(=O)O)CC1	-4%	11%	2%	0%	45%

cpd	ATXN2 expr inh	IL-1B inflam inh	ATXN viability	HT1080 IDH1KD tx
1	1%	-11	?	4%
2	6%	.	i	.
3	.	-9	i	0%
4	?	-12	i	?
5	-1%	-1	i	3%
6	6%	.	i	.
7	?	.	?	.
8	9%	17	i	23%
9	2%	-73*	i	12%
10	18%	-7	i	12%
11	-8%	1	i	-1%
12	4%	-6	i	12%

4 compounds picked at random from those above, as already listed:
cpd	Structure	SW480 rereplic	HepG2 viability	MCF10A rerep	KB-3-1 tox	HT1080NT lethal
2	O=C1CC(c2ccccc2)Cc2[nH]c(=O)c(C(=O)Nc3cccc(Cl)c3)cc21 (configuration not stated)	.	17%	.	2%	.
10	CCOc1ccc(N=C(NC#N)SCC)cc1	-10%	-1%	17%	-2%	-2%
11	Cc1ccccc1-c1cc2c(c3c1ccn3C)C1CCC2C1 (configuration not stated)	.	1%	.	0%	3%
7	CSc1nn(Cc2ccc(F)cc2)c(N)c1S(=O)(=O)c1ccc(Cl)cc1	.	14µM*	.	?	.

cpd	ATXN2 expr inh	IL-1B inflam inh	ATXN viability	HT1080 IDH1KD tx
2	6%	.	i	.
10	18%	-7	i	12%
11	-8%	1	i	-1%
7	?	.	?	.

Further results follow:
cpd	Structure	SW480 rereplic	HepG2 viability	MCF10A rerep	KB-3-1 tox	HT1080NT lethal
13	C/C(=N\NC(=O)c1ccccn1)c1ccc(Cl)cc1	-8%	-2%	-17%	0%	8%
14	COc1cc(/C=C/C(=O)Nc2ccc(S(=O)(=O)Nc3onc(C)c3C)cc2)cc(OC)c1OC	-10%	2%	0%	6%	2%
15	O=C(O)c1ccc(Cl)c(S(=O)(=O)N(Cc2ccccc2)c2ccc(Cl)cc2)c1	17%	-25%	?	0%	-4%
16	CC(=O)Nc1ccc(NC(=O)COC(=O)CCNS(=O)(=O)c2c(Cl)cccc2Cl)cc1	1%	20%	-2%	-5%	1%
17	Cc1ccc2[nH]c(=O)c(-c3noc(CC(C)C)n3)cc2c1	-11%	-19%	1%	-3%	15%
18	Cc1cc(=O)oc2cc(OCC(=O)N3CCN(c4ccc(F)cc4)CC3)c(Cl)cc12	-2%	-4%	1%	6%	10%
19	O=C1NC2=C(CCc3ccccc32)C(c2ccccc2)N1 (configuration not stated)	-5%	-18%	?	2%	9%
20	CCCN(CC1CC1)C(=S)NC(=O)c1ccccc1C	.	4%	.	1%	12%
21	CCN(CC(=O)NC(=O)NCc1ccccc1)CC(=O)Nc1cc(Cl)ccc1C	3%	-3%	8%	?	-24%
22	CCN(CC(=O)Nc1ccccc1C(F)(F)F)C(=O)/C=C/c1ccc(Cl)c([N+](=O)[O-])c1	-1%	9%	5%	8%	-1%
23	CCC(CC)C(C(=O)NC1CCCC1)N1CCN(c2cc(C)nc3ccccc23)CC1 (configuration not stated)	.	.	.	-19%	-29%
24	CC(C)c1ccc(S(=O)(=O)N2CCC(C(=O)NCc3ccco3)CC2)cc1	3%	-3%	2%	0%	9%

cpd	ATXN2 expr inh	IL-1B inflam inh	ATXN viability	HT1080 IDH1KD tx
13	-6%	.	i	4%
14	.	-12	.	5%
15	-18%	-6	i	-26%
16	-6%	11	i	2%
17	.	0	i	8%
18	-10%	-22	i	8%
19	-3%	17	i	2%
20	.	-6	.	13%
21	-28%	-18	i	?
22	-1%	-16	?	-17%
23	.	-20	.	-24%
24	0%	-8	i	3%

More records.
cpd	Structure	SW480 rereplic	HepG2 viability	MCF10A rerep	KB-3-1 tox	HT1080NT lethal
25	COc1cccc(NC(=O)Cn2c(=O)n(CC3CCCO3)c(=O)c3ccccc32)c1 (configuration not stated)	-1%	4%	1%	7%	11%
26	C/C(=N\NC(=O)c1cccnc1)c1ccc(Br)cc1	-3%	13%	-16%	0%	-5%
27	CN(C(=O)CN1CCN(c2cnn(-c3ccccc3)c(=O)c2Cl)CC1)C1CCS(=O)(=O)C1 (configuration not stated)	-7%	24%	1%	-4%	7%
28	Clc1ccc(-c2nnc(-c3ccccc3)c(N3CCSCC3)n2)cc1	-2%	-36%	?	-7%	-1%
29	Cc1ccccc1OCC(=O)Nc1c2c(nn1C(C)(C)C)CS(=O)(=O)C2	18µM*	0%	2%	10%	3%
30	COc1cc2c(cc1OC)CN(C(=O)CN(C)S(=O)(=O)c1ccc(NC(C)=O)cc1)CC2	-6%	-2%	5%	1%	-4%
31	COc1ccc(-n2c(C(C)n3nc(C)c([N+](=O)[O-])c3C)n[nH]c2=S)cc1 (configuration not stated)	2%	0%	-1%	3%	3%
32	COc1ccc(NC(=O)Nc2sc(=S)n(C)c2C)cc1	-5%	-41%	-18%	12%	-12%
33	CCOC(=O)/C(C#N)=C\c1ccc(O)c(OC)c1	-22%	1%	?	-4%	12%
34	Cc1ccc(-n2nc3c(=O)n(CCCC(=O)NCc4cccc(Cl)c4)nc(C)c3c2C)cc1	-28%	-27%	?	-16%	-12%
35	COC(=O)c1c(NC(=O)Cn2cc([N+](=O)[O-])cn2)sc2c1CCC2	2%	-1%	-4%	7%	5%
36	CC(=O)Nc1ccc(NS(=O)(=O)c2ccc3c(c2)NC(=O)CC(=O)N3)cc1	-12%	-16%	5%	20%	16%

cpd	ATXN2 expr inh	IL-1B inflam inh	ATXN viability	HT1080 IDH1KD tx
25	5%	-13	i	9%
26	8%	-17	i	?
27	4%	9	?	8%
28	?	-30	i	0%
29	7%	i	i	-18%
30	2%	2	i	-6%
31	-5%	1	i	-2%
32	12%	-13	i	3%
33	-23%	48	i	9%
34	.	-23	?	?
35	1%	-23	i	-3%
36	6%	0	i	11%

Copied from the list.
MCF10A rerep result of entry 25 = 1%
IL-1B inflam inh result of entry 26 = -17
HT1080NT lethal result of entry 34 = -12%
MCF10A rerep result of entry 27 = 1%
HepG2 viability result of entry 30 = -2%

Later entries
cpd	Structure	SW480 rereplic	HepG2 viability	MCF10A rerep	KB-3-1 tox	HT1080NT lethal
37	Cc1ccc(NC(=O)c2ccccc2NC(=O)Cc2ccccc2)cc1	.	-5%	0%	-8%	?
38	COc1ccc(F)cc1CN1CCN(C(=O)c2ccc(S(=O)(=O)N3CCCCCC3)cc2)CC1	-20%	-21%	0%	-19%	4%
39	CN(C)S(=O)(=O)c1cccc(NC(=S)Nc2ccc3cn[nH]c3c2)c1	-4%	3%	-1%	2%	22%
40	NC(=O)c1cc[n+](CC(=O)c2ccc(NC(=O)c3ccccc3)cc2)cc1	-30%[inhibitor]	0%	-7%	0%	-1%
41	O=C(NCc1ccc(F)cc1)c1cnc2n(c1=O)CCS2	-11%	0%	0%	5%	-4%
42	CCN(CC(=O)NCc1cccs1)S(=O)(=O)c1cccc(Br)c1	-10%	-5%	14%	5%	-5%
43	O=c1c2cc3c(nc2ncn1Cc1ccccc1F)CCCC3	.	0%	.	-6%	.
44	COC(=O)c1sccc1NC(=O)CSc1cccc(Cl)c1Cl	-2%	-10%	15%	0%	0%
45	Cc1cc(C)nc(N2CCC(C(=O)Nc3ccc4c(c3)CCC4)CC2)n1	-4%	3%	6%	-6%	-1%[9.24 µM]
46	CCOC(=O)C1CCN(C(=O)Cn2nc(CC)n3c(cc4occc43)c2=O)CC1	.	-3%	.	2%	.
47	Cc1ccc(NC(=O)CN(C)S(=O)(=O)c2cccc3cccnc23)cc1F	-18%	1%&-1%	-1%	-6%	-3%
48	C[C@@H]1CN([C@H](C)CO)C(=O)CCCn2nncc2CO[C@H]1CN(C)C(=O)CCC(F)(F)F	.	7%	.	-14%	-1%
49	CCOc1cccc(/C=N/NC(=O)CC2C(=O)NN=C2C)c1O (configuration not stated)	1%	-6%	0%	1%	14%
50	Cc1cccn2c(=O)nc(SCC(=O)NCc3ccco3)nc12	-2%	3%	0%	0%	0%
51	COCCN(C(=O)c1snc(C(N)=O)c1N)C(C(=O)NC1CCCCC1)c1ccc(N(C)C)cc1 (configuration not stated)	-1%	-9%	-2%	15%	11%

cpd	ATXN2 expr inh	IL-1B inflam inh	ATXN viability	HT1080 IDH1KD tx
37	19%	-5	?	4%
38	.	-1	i	0%
39	-1%	?	i	8%
40	.	-11	i	-3%
41	-5%	-26	i	5%
42	.	-16	?	12%
43	141%[activator]	.	i	.
44	0%	10	i	8%
45	?	44	i	-10%
46	7%	.	i	.
47	-15%	-7	i	1%
48	4%	9	i	0%
49	11%	0	.	-11%
50	-15%	-6	i	2%
51	-6%	0	i	2%
